NTR1 agonist: agonists of NTR1, primary screen, imaging, U2OS cells, beta-arrestin-GFP, high content (AID 493036). P30989. NTR1-U2OS beta-arrestin-GFP spot imaging, agonist mode. activation, % at 20 µM. hit rate 0.17% among 330,000;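 active means activation at or above 40% of the spot to cytoplasm intensity ratio, with at least 20 cells analyzed; inconclusive means wells under 20 cells, flagged as cytotoxic or low count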;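 further: 0% = DMSO without peptide and 100% = 100 nM NTR1 peptide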
Target sequence (P30989 whole entry, looked up): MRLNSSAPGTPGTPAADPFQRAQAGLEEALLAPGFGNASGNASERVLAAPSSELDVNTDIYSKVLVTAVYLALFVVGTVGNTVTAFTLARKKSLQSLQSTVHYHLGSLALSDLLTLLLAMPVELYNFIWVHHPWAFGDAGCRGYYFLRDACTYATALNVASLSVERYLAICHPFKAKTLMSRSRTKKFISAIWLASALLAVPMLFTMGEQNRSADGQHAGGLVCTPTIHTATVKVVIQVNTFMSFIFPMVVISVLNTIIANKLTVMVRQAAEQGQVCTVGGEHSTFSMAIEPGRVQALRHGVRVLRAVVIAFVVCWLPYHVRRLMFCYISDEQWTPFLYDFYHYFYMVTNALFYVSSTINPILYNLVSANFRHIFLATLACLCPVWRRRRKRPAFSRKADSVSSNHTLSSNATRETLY
PhoP inhibition: PhoP-dependent GFP reporter repression – Salmonella Typhimurium, primary screen (AID 1863); S. Typhimurium PhoP-regulated promoter GFP reporter, 4 h; higher % means a stronger effect; one-dose inhibition, % at 50 µM; IC50 in µM for titrated hits; hit rate 0.16% among 300,000;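 active means inhibition over 29.93%, a cutoff 3 SD above the screen mean, later confirmed by dose response; inconclusive means inhibition over 29.93% but no dose response follow-up; inactive means inhibition at most 29.93% or unconfirmed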;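 further: 0% = low Mg2+ inducing control and 100% = high Mg2+ repressing control; strong numbers were not always called active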
NS5 inhibitors: Dengue-2 NS5 methyltransferase inhibitors, primary screen, biochemical, confirmation dose response (AID 588689); hit rate 0.3% among 340,000; Dengue-2 NS5 methyltransferase capping enzyme assay, biochemical; higher % means a stronger effect; inhibition, % at 25 µM, or IC50 in µM where a hit was titrated; in the data active means a potency from the dose series; inconclusive means inhibition above about 29% without an active follow-up result
T cell HTS: modulates CD8 T cell binding to vesicles; hit rate 0.068% among 330,000; 2C CD8+ T cell-vesicle binding, flow cytometry; stronger effect = lower value; calls only at 7 µM;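 active means response, share of CD8 T cells binding vesicles, and their 90th percentile fluorescence all below set limits, cut at about 80% in these data, passing the limit was not always enough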
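Assay system – 2C mouse CD8+ T cells · Also added – QL9-loaded Drosophila micro-vesicles · Timing – Cell–vesicle co-incubation 1.5 h at 37 °C, staining 20 min on ice · Signal – flow cytometry of vesicle-bound cells · Measure – percent CD8+ FL2 mean versus row control · Controls – Peptide-free naked vesicles (low) and QL9 vesicles with 0.7% DMSO vehicle (high)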
SV40 large T antigen: TAg ATPase/helicase activity blockers – biochemical (AID 1903). inhibition, % at 20 µM; hits with a dose series show IC50 in µM. SV40 large T antigen ATPase/helicase inhibition assay; higher % means a stronger effect. hit rate 0.39% among 310,000; in the data active means a potency from the dose series; inconclusive means inhibition mostly from about 32% at the one dose, without a potency; inactive means the rest, 99 in 100 with inhibition below about 32%; further: strong numbers were not always called active
MgcRacGAP inhibition: MgcRacGAP GTPase-activating activity inhibitors, confirmation, biochemical, ADP Hunter fluorescence. MgcRacGAP-stimulated Rac1 GTP hydrolysis, ADP Hunter fluorescence; higher % means a stronger effect; GST-tagged Rac1 F28L mutant substrate. one-dose inhibition, % at 30 µM; IC50 in µM for titrated hits. hit rate 0.6% among 340,000. AID 624330;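 active means first-screen hits whose inhibition reached a set limit at any dose in the follow-up dose series; inconclusive means inhibition above the set first-screen limit but never retested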;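 further: fluorescence reports GDP produced by GAP-driven GTP hydrolysis; strong numbers were not always called active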
West Nile antiviral: inhibition of WNV-induced cytopathic effect – cell-based, CPE readout (AID 1621); West Nile virus-infected cells, CPE inhibition; higher % means a stronger effect; one-dose CPE inhibition, % at 10 µM; IC50 in µM for titrated hits; hit rate 0.02% among 290,000; in the data active means a potency from the dose series; inconclusive means CPE inhibition mostly from about 3.7% at the one dose, without a potency; inactive means the rest, 99 in 100 with CPE inhibition below about 2.2%; further: strong numbers were not always called active
RSV CPE inhibition: inhibition of RSV-induced cytopathic effect – HEp-2 cells, primary 10 µM value included (AID 2391). HEp-2 cells, RSV-induced CPE inhibition; higher % means a stronger effect. CPE inhibition, % at 10 µM; hits with a dose series show IC50 in µM. hit rate 0.13% among 310,000; in the data active means a potency from the dose series; inconclusive means CPE inhibition mostly from about 23% at the one dose, without a potency; inactive means the rest, 99 in 100 with CPE inhibition below about 21%; further: strong numbers were not always called active
K1F lysis inhibition: inhibition of K1F phage lysis, E. coli UTI89, bacterial capsule biogenesis inhibitors, alamar blue (AID 488966); inhibition, % at 100 µM, or IC50 in µM where a hit was titrated; hit rate 0.02% among 340,000; E. coli UTI89 K1F phage lysis, alamar blue, 2 h; higher % means a stronger effect;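 active means phage lysis inhibition, versus mean bacterial control, above a set limit; inconclusive means no clear call, values can overlap the other calls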;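 further: capsule biogenesis inhibitors block K1F phage lysis so surviving cells raise fluorescence; higher fluorescence means more inhibition of phage lysis; actives were called in the ten point dose series up to 300 µM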
T cell HTS vesicle-bound %: also measured in T cell HTS; calls as there; double positive events, %; measured here: CD8+ vesicle-bound cell fraction;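 binding gate set so that unloaded-vesicle control wells show 10% double positive cells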
NTR1 agonist cell count 20 µM: further read-out of NTR1 agonist, marked with its call; cell count; measured here: cell count, cytotoxicity flag
* = called active by the depositor; [ ] = another dose, or the depositor's remark.

For O=C(C1=C[C@@H](c2ccc(Br)cc2)C[C@@H](OCCCCO)O1)N1CCN(Cc2ccccc2)CC1 the results were NTR1 agonist 0.9, PhoP inhibition -17%, NS5 inhibitors 4%, SV40 large T antigen 11%, MgcRacGAP inhibition 5%, West Nile antiviral -0.4%, RSV CPE inhibition 1.5%, K1F lysis inhibition -0.8% and NTR1 agonist cell count 20 µM 47.
`CSc1nc2sc3c(c2c2nnnn12)CCCC3` gave NTR1 agonist 17, PhoP inhibition -3%, NS5 inhibitors -2%, T cell HTS inactive, SV40 large T antigen 8%, MgcRacGAP inhibition 12%, West Nile antiviral -0.4%, RSV CPE inhibition 4.2%, K1F lysis inhibition 5.1%, T cell HTS vesicle-bound % 11 and NTR1 agonist cell count 20 µM 62.
`C=CCn1c(C(C)(C)C)nc2ccccc21` gave NTR1 agonist 0.0, PhoP inhibition 10%, NS5 inhibitors -3%, T cell HTS inactive, SV40 large T antigen 0%, MgcRacGAP inhibition 2%, West Nile antiviral 0.4%, RSV CPE inhibition 0.1%, K1F lysis inhibition 0.3%, T cell HTS vesicle-bound % 43 and NTR1 agonist cell count 20 µM 41.
Screening CCOC(=O)c1sc(=NC(=O)c2ccccc2)n(C)c1C returned NTR1 agonist -1.7, PhoP inhibition 6%, NS5 inhibitors -3%, T cell HTS inactive, SV40 large T antigen 13%, MgcRacGAP inhibition 11%, West Nile antiviral -1.2%, RSV CPE inhibition 6.8%, K1F lysis inhibition -0.3%, T cell HTS vesicle-bound % 7 and NTR1 agonist cell count 20 µM 100.
Screening COc1ccc(NC(=O)c2oc3cc(C)c(C)cc3c2C)c(OC)c1 returned NTR1 agonist 8.0, PhoP inhibition 2%, NS5 inhibitors -5%, T cell HTS inactive, SV40 large T antigen 12%, MgcRacGAP inhibition 9%, West Nile antiviral 0.2%, RSV CPE inhibition 0.3%, K1F lysis inhibition 0.8%, T cell HTS vesicle-bound % 25 and NTR1 agonist cell count 20 µM 64.
For CC(CCc1ccccc1)NC(=O)CSc1ccccc1 (centres undefined) the results were NTR1 agonist 0.0, PhoP inhibition 2%, NS5 inhibitors 2%, T cell HTS inactive, SV40 large T antigen 2%, MgcRacGAP inhibition 4%, West Nile antiviral -1.1%, RSV CPE inhibition 1.2%, K1F lysis inhibition 4.2%, T cell HTS vesicle-bound % 32 and NTR1 agonist cell count 20 µM 46.
CC(C)CCn1nnnc1C(c1ccc(F)cc1)N1CCN(C(=O)c2ccco2)CC1 (centres undefined) was read as NTR1 agonist -3.3, PhoP inhibition 4%, NS5 inhibitors -4%, T cell HTS inactive, SV40 large T antigen 20%, MgcRacGAP inhibition 1%, West Nile antiviral 0.1%, RSV CPE inhibition 0.7%, K1F lysis inhibition 0.8%, T cell HTS vesicle-bound % 44 and NTR1 agonist cell count 20 µM 93.
`Cc1ccc(S(=O)(=O)CCC(=O)OCc2nnc(-c3ccccc3Br)o2)cc1` gave NTR1 agonist 1.0, NS5 inhibitors 4%, T cell HTS inactive, MgcRacGAP inhibition 4%, RSV CPE inhibition 1.8%, K1F lysis inhibition 0.7%[50 µM], T cell HTS vesicle-bound % 36 and NTR1 agonist cell count 20 µM 90.
Screening Cc1csc(SCC(=O)NC(C)c2ccc(F)cc2)n1 (centres undefined) returned NTR1 agonist 1.9, PhoP inhibition -8%, NS5 inhibitors -1%, T cell HTS inactive, SV40 large T antigen 5%, MgcRacGAP inhibition 7%, West Nile antiviral -0.3%, RSV CPE inhibition -0.3%, K1F lysis inhibition 4.2%, T cell HTS vesicle-bound % 32 and NTR1 agonist cell count 20 µM 55.
For CCOC(=O)N1CCN(C(=O)C2CCN(S(=O)(=O)c3ccc(OC)cc3)CC2)CC1 the results were NTR1 agonist -0.7, PhoP inhibition -1%, NS5 inhibitors 6%, T cell HTS inactive, SV40 large T antigen 6%, MgcRacGAP inhibition 5%, West Nile antiviral -0.8%, RSV CPE inhibition 2.4%, K1F lysis inhibition 0.6%, T cell HTS vesicle-bound % 25 and NTR1 agonist cell count 20 µM 33.
For Cc1c(O)ccc2c(-c3ccccc3)cc(=O)oc12 the results were NTR1 agonist 8.0, PhoP inhibition -7%, NS5 inhibitors -11%, T cell HTS inactive, SV40 large T antigen 17%, MgcRacGAP inhibition 13%, West Nile antiviral 0.6%, RSV CPE inhibition 3.5%, K1F lysis inhibition 0.0%, T cell HTS vesicle-bound % 29 and NTR1 agonist cell count 20 µM 69.
COC(CN(C)C(=O)C1CCC(CNS(=O)(=O)c2ccccc2)CC1)OC (centres undefined) was read as NTR1 agonist 0.0, PhoP inhibition -5%, NS5 inhibitors 3%, T cell HTS inactive, SV40 large T antigen 9%, MgcRacGAP inhibition 6%, West Nile antiviral -0.3%, RSV CPE inhibition 0.6%, K1F lysis inhibition 0.2%, T cell HTS vesicle-bound % 33 and NTR1 agonist cell count 20 µM 80.
COC(=O)[C@@]12CCCN1[C@H](c1ccc(-c3cccc(Cl)c3)c(OC)c1)[C@H]1C(=O)N(C)C(=O)[C@H]12 was read as NTR1 agonist -1.0, PhoP inhibition 2%, NS5 inhibitors -10%, T cell HTS inactive, SV40 large T antigen 3%, MgcRacGAP inhibition -6%, RSV CPE inhibition 0.3%, K1F lysis inhibition 0.9%, T cell HTS vesicle-bound % 18 and NTR1 agonist cell count 20 µM 73.
`Cc1cc(=O)[nH]c(SCC(=O)Nc2ccc(F)c([N+](=O)[O-])c2)n1` gave NTR1 agonist -0.5, PhoP inhibition 2%, NS5 inhibitors -5%, T cell HTS inactive, SV40 large T antigen -2%, MgcRacGAP inhibition 0%, West Nile antiviral 0.0%, RSV CPE inhibition 0.5%, K1F lysis inhibition 0.2%, T cell HTS vesicle-bound % 46 and NTR1 agonist cell count 20 µM 58.
`COc1ccc(-n2c(=O)c3ccccc3n(CC(=O)NC3CCCC3)c2=O)cc1` gave NTR1 agonist 1.2, PhoP inhibition -5%, NS5 inhibitors -7%, T cell HTS inactive, SV40 large T antigen 4%, MgcRacGAP inhibition 4%, West Nile antiviral 0.3%, RSV CPE inhibition 0.8%, K1F lysis inhibition 0.1%, T cell HTS vesicle-bound % 56 and NTR1 agonist cell count 20 µM 45.
`CC(=O)N1CCN(c2ccc(NC(=S)NC(=O)COc3ccc(C(C)(C)C)cc3)cc2)CC1` gave NTR1 agonist 0.9, PhoP inhibition -12%, NS5 inhibitors -6%, T cell HTS inactive, SV40 large T antigen 7%, MgcRacGAP inhibition 7%, West Nile antiviral -0.7%, RSV CPE inhibition inconclusive, K1F lysis inhibition -0.1%, T cell HTS vesicle-bound % 44 and NTR1 agonist cell count 20 µM 76.
Screening Cc1ccc(/C=N/OC(=O)c2c(C)noc2-c2snnc2C)cc1 returned NTR1 agonist 0.6, PhoP inhibition 1%, NS5 inhibitors 0%, T cell HTS inactive, SV40 large T antigen 5%, MgcRacGAP inhibition -3%, West Nile antiviral 0.4%, RSV CPE inhibition 1.7%, K1F lysis inhibition -0.5%, T cell HTS vesicle-bound % 22 and NTR1 agonist cell count 20 µM 53.
`O=c1c(-c2ccc3c(c2)OCCO3)c(C(F)(F)F)oc2cc(O)cc(O)c12` gave NTR1 agonist 12, PhoP inhibition -6%, NS5 inhibitors -3%, T cell HTS inactive, SV40 large T antigen 6%, MgcRacGAP inhibition 5%, West Nile antiviral -0.5%, RSV CPE inhibition inconclusive, K1F lysis inhibition 0.2%, T cell HTS vesicle-bound % 24 and NTR1 agonist cell count 20 µM 77.
`Cc1cc(N2CCCC2=O)cc(C)c1S(=O)(=O)NCCOc1ccc(C(C)(C)C)cc1` gave NTR1 agonist 9.4, PhoP inhibition 5%, NS5 inhibitors -7%, T cell HTS inactive, SV40 large T antigen -2%, MgcRacGAP inhibition 7%, West Nile antiviral inconclusive, RSV CPE inhibition 14%, K1F lysis inhibition -2.1%, T cell HTS vesicle-bound % 16 and NTR1 agonist cell count 20 µM 66.
For Cc1ccccc1NC(=O)c1c(F)c(F)c(F)c(F)c1F the results were NTR1 agonist 3.9, PhoP inhibition -2%, NS5 inhibitors 1%, T cell HTS inactive, SV40 large T antigen 11%, MgcRacGAP inhibition 3%, West Nile antiviral 1.4%, RSV CPE inhibition 2.8%, K1F lysis inhibition 1.2%, T cell HTS vesicle-bound % 14 and NTR1 agonist cell count 20 µM 86.
For COCCNC(=O)/C(C#N)=C/c1c(N2CCN(c3ccc(OC)cc3)CC2)nc2c(C)cccn2c1=O the results were NTR1 agonist 6.8, PhoP inhibition -4%, NS5 inhibitors -1%, T cell HTS inactive, SV40 large T antigen 23%, MgcRacGAP inhibition 31%, West Nile antiviral -0.5%, RSV CPE inhibition 7.6%, K1F lysis inhibition 0.9%, T cell HTS vesicle-bound % 45 and NTR1 agonist cell count 20 µM 92.
CCCCNC(=O)CSc1nc(COc2ccccc2)nc2ccccc12 was read as NTR1 agonist 1.9, PhoP inhibition 0%, T cell HTS inactive, SV40 large T antigen 8%, MgcRacGAP inhibition 1%, West Nile antiviral 0.4%, RSV CPE inhibition 4.5%, K1F lysis inhibition -0.5%, T cell HTS vesicle-bound % 43 and NTR1 agonist cell count 20 µM 77.
CCCC(C(=O)NC1CCCC1)N(C(=O)c1snc(C(N)=O)c1N)c1ccc(OCC)cc1 (centres undefined) was read as NTR1 agonist 7.3, PhoP inhibition -4%, NS5 inhibitors -4%, T cell HTS inactive, SV40 large T antigen 10%, MgcRacGAP inhibition 6%, West Nile antiviral -0.4%, RSV CPE inhibition 2.0%, K1F lysis inhibition 0.2%, T cell HTS vesicle-bound % 48 and NTR1 agonist cell count 20 µM 52.

High-throughput results from PubChem BioAssay.
